High-throughput results from PubChem.
M1 agonist – M1 muscarinic receptor agonism; CHO-M1 cells, Fluo-4 calcium fluorescence, agonist mode; active compounds read high; B-score at 10 µM; 3% of 64,000 active;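 active = fluorescence rise, raw or as B-score row- and column-corrected plate score, outside the 99.7% band of its plate's samples, either direction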
RORa activator – activators of human nuclear receptor RORA; activation, % at 10 µM; P35398; 1.5% of 65,000 active; CHO-K1 Gal4-RORA LBD luciferase reporter, luminescence; percent increase over mock-subtracted basal signal;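 active = activation above the mean of all tested compounds plus 3 SD, cut at about 49% in these data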;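 also: 0% = DMSO-treated RORA cells and 100% = added signal equal to DMSO minus mock-transfected cells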
Target sequence (P35398 whole entry, looked up, the tested form may be a part): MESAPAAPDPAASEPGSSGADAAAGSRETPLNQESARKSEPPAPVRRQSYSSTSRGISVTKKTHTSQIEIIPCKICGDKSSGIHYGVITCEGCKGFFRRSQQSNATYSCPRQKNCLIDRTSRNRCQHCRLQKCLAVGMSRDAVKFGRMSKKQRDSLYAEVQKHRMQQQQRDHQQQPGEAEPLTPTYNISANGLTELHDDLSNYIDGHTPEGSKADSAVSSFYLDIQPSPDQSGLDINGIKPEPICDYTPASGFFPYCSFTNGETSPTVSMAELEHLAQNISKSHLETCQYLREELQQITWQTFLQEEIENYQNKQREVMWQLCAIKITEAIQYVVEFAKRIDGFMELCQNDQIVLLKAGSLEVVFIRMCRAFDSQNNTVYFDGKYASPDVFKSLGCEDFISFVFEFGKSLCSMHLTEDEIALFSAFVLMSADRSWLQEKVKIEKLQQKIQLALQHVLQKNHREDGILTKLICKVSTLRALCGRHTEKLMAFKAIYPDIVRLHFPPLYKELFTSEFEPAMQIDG
SF-1 act – activates the human nuclear receptor SF-1; CHO-K1 Gal4-SF-1 LBD luciferase reporter; % increase over DMSO SF-1-specific signal; activation, % at 10 µM; 1.9% of 65,000 active; AID 522;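 active = activation above the mean activation of all tested compounds plus 3 SD, cut at about 50% in these data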
Target sequence (Q13285 whole entry, looked up, the tested form may be a part): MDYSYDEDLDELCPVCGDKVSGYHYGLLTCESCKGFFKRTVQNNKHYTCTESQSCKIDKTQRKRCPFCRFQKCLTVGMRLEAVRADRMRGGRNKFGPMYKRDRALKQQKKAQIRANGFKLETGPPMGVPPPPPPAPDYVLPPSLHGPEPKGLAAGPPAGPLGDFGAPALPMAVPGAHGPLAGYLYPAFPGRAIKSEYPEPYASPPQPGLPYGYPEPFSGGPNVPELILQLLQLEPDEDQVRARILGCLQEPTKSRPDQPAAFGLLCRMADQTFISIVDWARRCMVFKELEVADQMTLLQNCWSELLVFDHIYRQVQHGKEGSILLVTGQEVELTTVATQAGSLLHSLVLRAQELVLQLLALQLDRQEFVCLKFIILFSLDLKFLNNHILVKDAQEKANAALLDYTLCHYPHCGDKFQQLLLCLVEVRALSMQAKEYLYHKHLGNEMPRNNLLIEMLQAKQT
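Compound – one dose, 10 µM compound, 1% DMSO · Test system – transient Gal4-SF-1 LBD reporter, CHO-K1 · Input – 4,000 cells in each well · Read-out basis – percent activation relative to DMSO median and mock-transfected background · Replicates – single measurement per compound · Technique – steady-glow luciferase luminescence, read after 15 min reagent incubation · Timing – 20 h compound treatment, 37 °C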
M1 antag – blocks the rat M1 muscarinic receptor response to acetylcholine; 3.4% of 64,000 active; CHO-M1 cells, Fluo-4 calcium, ACh EC80 antagonist mode; active compounds read low; AID 628; B-score at 10 µM;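 active = calcium fluorescence response, raw or row-and-column corrected B-score, differing from the plate sample mean either way at a set confidence level, mostly lower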
Autofluor 339 – intrinsic fluorescence of library compounds, ex339/em460 – biochemical, MLSMR library, data from DPM-DC assay, artefact control, profiling panel | compound autofluorescence, ex339/em460 nm, NADH buffer; active compounds read high; 1 = no-compound wells, NADH background | fluorescence fold increase at 10 µM | AID 709 | 5.5% of 65,000 active;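 active = at 10 µM, mean starting fluorescence two-fold or more over control wells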;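 also: signal is the first read of a kinetic run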
NADH coupling – blocks coupling enzymes of NAD/NADH assays. coupled PK/LDH NADH assays, four targets. IC50, µM (top dose mostly 10 µM), without a hit: at the highest dose inhibition. 0.02% of 65,000 active;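 active = single-dose screening hits from any of four coupled enzyme assays that gave an IC50 when retested across doses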;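 also: the DPM-DC format reads NADH fluorescence rather than 340 nm absorbance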
TNAP act DEA – activates human TNAP at intermediate phosphate acceptor concentration; P05186; purified TNAP, CDP-star luminescence, 100 mM DEA, 30 min; active compounds read high; scale: 0 levamisole-inhibited, 1 vehicle-only enzyme; activation factor at 20 µM; 64,000 tested, under 10 active; AID 813;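 active = activation factor of at least 2 at 20 µM, relative to controls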
tolC growth inh – blocks growth of E. coli BW25113 tolC mutant. OD615. AID 573. 2.2% of 65,000 active. growth inhibition, % at 10 µM (by protocol);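 active = growth inhibition at or above a cutoff equal to the mean over every tested compound plus 3 SD, cut at about 60% in these data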;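 also: growth measured after 20 h incubation at 37 °C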
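Test system: tolC-deleted E. coli BW25113 | Medium: LB with kanamycin 50 µg/mL | Compound dosing: Single concentration, 10 µM final per compound | Schedule: 37 °C, 20 h exposure | Measured by: OD at 615 nm | Evaluation: Percent growth inhibition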
Ec RNAP inh – Escherichia coli RNA polymerase inhibition; 0.2% of 62,000 active; inhibition, %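 (tested at 10 µM)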; E. coli RNA polymerase, fluorescence transcription assay; in the data active = inhibition above about 20%;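 also: 0% = enzyme without compound and 100% = no enzyme blank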
The depositor's hits bear a star; . = no result given; [ ] = remark or other dose.

SMILES	M1 agonist	RORa activator	SF-1 act	M1 antag	Autofluor 339	NADH coupling	TNAP act DEA	tolC growth inh	Ec RNAP inh
Cc1cc(C)n2nc(C(=O)Nc3ccc4c(c3)OCO4)nc2n1	4.5*	19	49	0.26	1.1	9%	0.9	-4	9
O=C(OCc1cc(-c2ccccc2)no1)c1ccc2ccccc2n1	-0.24	-7	-5	0.35	0.93	9%	0.9	27	6
O=C(CN1CCC(c2nc3ccccc3[nH]2)CC1)Nc1ccc2c(c1)OCO2	0.87	3	7	0.16	1	4%	0.9	-2	11
Nn1c(SCC(=O)Nc2ccc3c(c2)OCO3)nnc1-c1ccncc1	0	-27	-18	1.3	1.1	4%	0.9	1	5
CCOC(=O)c1c(CN2CCC(C)CC2)oc2ccc(OC)cc12	-0.38	17	-20	-1.2	1.1	8%	0.9	11	.
O=C(C1CCCCC1)N1CCCC(c2nc3c(nnn3Cc3ccccc3)c(=O)[nH]2)C1 (stereo not drawn)	0.74	2	-1	-2	1.1	2%	0.9	15	9
CC(C)(C)c1csc(NC(=O)CSc2nc3ccccc3c(=O)[nH]2)n1	-1.1	16	0	0.68	1	5%	0.9	30	0
CCOC(=O)N1CCC(NC(=O)C(NC(=O)C2CCCCC2)C(C)C)CC1 (stereo not drawn)	-0.066	-4	12	0.55	1.1	1%	0.9	-2	4
COc1ccccc1Cn1c(=O)c2ccccc2n2c(SCc3csc(C)n3)nnc12	0.5	4	-6	0.026	1.1	7%	1	-5	3
CCCCN1C(=O)C(O)=C(C(C)=O)C1c1ccc(OC)cc1OC (stereo not drawn)	-0.18	-22	-7	-0.058	1	5%	0.9	19	11
COCCN1C(=O)N(c2cccc(C)c2)C(=O)C1CC(=O)Nc1ccc(F)cc1 (stereo not drawn)	-0.52	-35	-12	-0.54	1	2%	1	3	2
O=C(CN1CCN(S(=O)(=O)c2ccc(Br)cc2)CC1)Nc1ccccc1F	-0.13	6	-4	0.27	1.1	2%	1	12	8
COC(=O)c1cccc(Oc2nc(N3CCOCC3)nc(N3CCOCC3)n2)c1	1.4	3	-8	1.5	1.1	5%	0.9	14	0
CCOC(=O)N1CCN(c2nc(C)cc(C(F)(F)F)n2)CC1	0.21	-12	-7	0.0093	1.1	6%	0.9	3	7
CC(C)NC(=O)CSc1nnc(-c2ccc(C(C)(C)C)cc2)n1C	-0.25	-5	10	-0.11	1.1	2%	0.9	0	3
O=c1c2c3nc4ccccc4nc3n(/N=C/c3ccco3)c2ncn1CCC1=CCCCC1	0.67	-12	-8	-0.85	1.4	2%	0.9	43	9
C(=N\n1cnnc1)/c1ccc2ncccc2c1	0.0021	-16	-2	0.87	1.1	6%	0.9	-12	4
NC(=O)C1CC(=O)N(c2ccc(OCC(=O)Nc3cccc(C(F)(F)F)c3)cc2)C1 (stereo not drawn)	0.69	-5	-2	-0.021	1.1	6%	0.9	-7	3
Cc1nc2ccccc2c(=O)n1/N=C/c1ccncc1	-0.15	16	10	-0.46	1	2%	0.9	-14	11
Cc1ccc2c(CSc3nncs3)cc(=O)oc2c1	-0.18	19	12	0.31	1	10%	0.8	-3	12

Reprinted at random: six compounds from above.
SMILES	M1 agonist	RORa activator	SF-1 act	M1 antag	Autofluor 339	NADH coupling	TNAP act DEA	tolC growth inh	Ec RNAP inh
Cc1ccc2c(CSc3nncs3)cc(=O)oc2c1	-0.18	19	12	0.31	1	10%	0.8	-3	12
COC(=O)c1cccc(Oc2nc(N3CCOCC3)nc(N3CCOCC3)n2)c1	1.4	3	-8	1.5	1.1	5%	0.9	14	0
O=C(CN1CCN(S(=O)(=O)c2ccc(Br)cc2)CC1)Nc1ccccc1F	-0.13	6	-4	0.27	1.1	2%	1	12	8
COCCN1C(=O)N(c2cccc(C)c2)C(=O)C1CC(=O)Nc1ccc(F)cc1 (stereo not drawn)	-0.52	-35	-12	-0.54	1	2%	1	3	2
CC(C)NC(=O)CSc1nnc(-c2ccc(C(C)(C)C)cc2)n1C	-0.25	-5	10	-0.11	1.1	2%	0.9	0	3
NC(=O)C1CC(=O)N(c2ccc(OCC(=O)Nc3cccc(C(F)(F)F)c3)cc2)C1 (stereo not drawn)	0.69	-5	-2	-0.021	1.1	6%	0.9	-7	3

(more compounds)
SMILES	M1 agonist	RORa activator	SF-1 act	M1 antag	Autofluor 339	NADH coupling	TNAP act DEA	tolC growth inh	Ec RNAP inh
O=C(NCN1C(=O)C2C3C=CC(C3)C2C1=O)Nc1nccs1 (stereo not drawn)	-0.055	-4	-6	0.15	1.1	3%	1	-15	-1
CCC(=O)N1CCCc2cc(S(=O)(=O)N3CCN(c4ncccn4)CC3)ccc21	-1.1	-21	10	-0.95	1.1	4%	0.9	6	7
CCOC(=O)c1cc(-c2cccs2)nc2onc(C)c12	-0.95	-14	5	2.7	4.8*	6%[fluoresces]	0.9	0	-42
Cc1cccc(C)c1OCC(=O)Nn1c(C)nc2ccccc2c1=O	-0.2	17	20	-0.064	1.1	6%	1	4	5
ON=C1/C(=N\O)CC2(C/C1=N/O)OCCO2	0.033	-7	-6	0.48	1	2%	1	1	9
CCOC(=O)Cc1c(C)c2c(O)cc(O)cc2oc1=O	-0.2	-7	-8	0.009	2.4*	4%[fluoresces]	0.9	1	-34
CCn1c(SCC(=O)N2CCCc3ccccc32)nc2cccnc21	-1.3	0	-16	-0.26	1.1	3%	0.9	7	8
CCOC(=O)C1CCN(C(=O)CCn2c(=O)[nH]c3ccsc3c2=O)CC1	-0.1	4	-9	-0.24	1.1	5%	0.8	-12	6
Cc1nc2c(c(=O)n1CC1CCCO1)c1nc3ccccc3nc1n2Cc1ccc2c(c1)OCO2 (stereo not drawn)	-0.72	-16	17	0.23	1.9	1%	0.9	9	2
COc1ccccc1N1CCN(C(=O)CSc2nnc(NC(=O)C3CCC3)s2)CC1	0.68	9	1	-0.11	1	6%	0.9	-21	.
CCN(CC)C(=O)c1ccc(O)c(OC)c1	-0.026	-11	1	0.19	0.96	2%	0.8	13	10
O=C(CN(c1ccccc1)S(=O)(=O)c1ccc(F)cc1)N1CCCCCC1	0.078	-2	2	0.36	1.1	3%	1	14	8
COC(=O)c1cc(Br)c(=O)n(Cc2ccc3c(c2)OCO3)c1	0.19	-19	12	-0.75	1.1	2%	0.9	2	5
Cc1ccc2c(c1)[C@H]1OCC[C@H]1[C@@H](c1ccncc1)N2	0.56	3	-7	0.26	1.1	2%	0.9	-7	3
CC(C)c1nc2sc3c(NCc4ccco4)ncnc3c2c2c1COC(C)(C)C2	0.18	3	7	0.0097	1.2	4%	0.9	13	9
Cc1cc(C)cc(NC(=O)CSc2nc3c(c(=O)n2C)SC(C)C3)c1 (stereo not drawn)	0.54	2	-3	0.011	1.1	3%	1	5	6
COc1ccc(C2CC(c3cccc(C)c3)n3nc(N)nc3N2)cc1 (stereo not drawn)	-0.1	-8	-6	0.88	0.14	40%	0.9	-1	6
COc1ccc(/C=N/c2nc3ccccc3n2C)cc1OC	1.6	-6	-4	0.15	1	6%	0.9	-20	9
CCNc1nc2c(c(=O)n(C)c(=O)n2C)n1Cc1ccc(Cl)cc1	2.6*	-48	-54	-0.72	1	5%	0.9	4	1
COC(=O)c1cccc(N2C(=O)C(Cl)=C(N3CCOCC3)C2=O)c1	-0.17	9	0	1.3	1.1	4%	0.9	-7	.
Clc1cccc(-c2nnc3sc(-c4ccc5c(c4)OCO5)nn23)c1	-0.061	9	-2	-0.045	1.2	1%	1	1	.
NC12CC3CC(C1)CC(O)(C3)C2	0.0032	0	0	-0.14	1.1	2%	1.1	-9	7
COc1ccc(-c2csc(NC(=O)Cn3nc(C)cc3C)n2)cc1	-0.11	9	18	0.49	1.1	9%	0.9	38	9
O=C(CSCC(=O)N1CCOCC1)Nc1nc(-c2ccc3c(c2)OCO3)cs1	0.33	52*	48	0.026	1.1	4%	1	9	7
COC(=O)Nc1nnc(Cc2ccc(OC)cc2)s1	-0.043	-18	-3	-0.0091	1.2	8%	0.9	-12	4
CCc1nnc(NC(=O)c2ccc(S(=O)(=O)NC3CCCCC3)cc2)s1	-0.36	-4	6	0.035	0.98	1%	0.8	19	11
COC(=O)Cn1c(C)nc2c(sc3nc(C)cc(C)c32)c1=O	-0.12	40	50*	-0.77	1.1	4%	1	0	2
CCOC(=O)Cn1cc(C(=O)c2cccs2)c2ccccc21	1.4	-12	-24	0.68	1.1	10%	0.9	3	4
COCCCn1c(-c2ccco2)nc2ccccc2c1=O	0.024	3	14	-0.52	1.1	7%	1	-6	0
COc1cc(S(=O)(=O)N2CCC(N3CCCCC3)CC2)ccc1-n1cnnn1	1.1	2	-18	0.16	1.1	2%	1	-12	2
C=CCNC(=O)CSc1ccc(Cl)cc1	-0.057	-17	-10	0.28	1.1	0%	0.9	-5	-4
O=C(NCC1CCCO1)C1CC(=O)N(C2CCCCCC2)C1 (stereo not drawn)	-0.68	12	-9	-0.8	1	9%	1	-15	1
CC(C)Oc1ccc(CC2CC(=O)NC2=O)cc1 (stereo not drawn)	-0.33	-1	6	0.8	1	5%	0.9	-12	5
Cc1ccc(C(c2sc3nc(C)nn3c2O)N2CCN(c3ccccc3)CC2)cc1 (stereo not drawn)	-0.27	-17	3	0.39	0.99	5%	1	4	6
COc1ccc(Cl)cc1C(=O)Nc1ccc(NC(=O)c2ccco2)cc1	0.038	-8	-9	-0.03	1.1	1%	0.9	-21	6
Cc1ccc2c3c1C1(C(=O)N3C(C)(C)CC2C)C(C#N)=C(N)Oc2cc(O)ccc21 (stereo not drawn)	-0.06	-4	28	0.11	1.1	12%	1	97*	2
CCCS(=O)(=O)N1CCC(C(=O)NC2CCCCC2C)CC1 (stereo not drawn)	-0.63	-15	-6	0.27	1.1	2%	1	-22	6
O=C(CSc1nnc(-c2cccs2)o1)N1CCc2ccccc21	-0.81	-12	-1	0.11	1.1	2%	0.9	3	-4
Cc1ccc(C)c(N2CCN(C(=O)c3cc4ccccc4oc3=O)CC2)c1	-0.13	15	-6	1.1	1.1	0%	0.9	12	4
Cc1cc2nnc(SCC(=O)NCc3ccco3)n2c2ccccc12	0.2	45	19	0	1.1	6%	.	-7	.
CCOC(=O)Cn1ncc(-c2ccccc2)c1N	-0.28	26	12	0.031	1.1	1%	0.9	-11	7
CCOC(=O)CN(C(=O)CSc1nnc(COc2ccc(OC)cc2)n1C)c1ccccc1	-0.33	-16	18	0.34	1.1	5%	0.9	2	11
O=C1c2ccccc2C(=O)N1CCCn1c(=O)oc2ccccc21	0.058	13	37	0.3	1.1	8%	1	-13	-2
Cc1occc1C(=O)NCc1cccs1	-0.097	-2	-8	-0.3	1.1	5%	0.9	-12	5
Cc1cc(C(F)(F)F)c2c(=O)[nH]c(=O)n(Cc3ccccc3)c2n1	0.24	-24	12	-0.087	1.1	6%	0.8	16	4
Cc1ccc(C(=O)CSc2nc3cc(S(=O)(=O)N4CCOCC4)ccc3o2)cc1	0.19	12	-21	-0.076	1.1	2%	0.9	30	-3
O=C(c1cnsn1)N1CCN(c2ccccn2)CC1	0.15	-9	4	0.039	1.1	2%	0.9	-5	8
CCc1ccccc1Nc1nc(N)nc(CSCC(=O)c2cc(C)n(C)c2C)n1	0.14	-1	2	1.3	1.1	6%	1	1	7
COc1ccc(N2C(=O)CCC(C(=O)O)C2c2ccc(F)cc2)cc1 (stereo not drawn)	-0.036	2	-9	-0.47	1.1	1%	0.9	-27	1
Cc1csc(NC(=O)CSc2nnc(C)s2)n1	0.83	1	2	0.17	1.1	7%	0.9	-6	9
